S1P3 antag = S1P3 receptor antagonists, primary screen, cell-based | Sphingosine 1-phosphate receptor 3 (Homo sapiens), Q99500 | CHO S1P3 NFAT-BLA reporter, FRET fluorescence, antagonist mode | inhibition, % at 4.98 µM | 170,000 compounds, 0.27% hits | AID 485, 2006;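 active means inhibition above the plate cutoff, the mean inhibition of test wells on that plate plus 3 SD, cut at about 28% in these data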;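 further: cells challenged with S1P at its EC80 of 0.8 µM; blue over green emission ratio from cleaved BLA substrate after 4 h stimulation; 0% = S1P-stimulated wells and 100% = unstimulated DMSO-only wells; some compounds past the cut are filed as inactive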
Target sequence (Q99500 whole entry, looked up): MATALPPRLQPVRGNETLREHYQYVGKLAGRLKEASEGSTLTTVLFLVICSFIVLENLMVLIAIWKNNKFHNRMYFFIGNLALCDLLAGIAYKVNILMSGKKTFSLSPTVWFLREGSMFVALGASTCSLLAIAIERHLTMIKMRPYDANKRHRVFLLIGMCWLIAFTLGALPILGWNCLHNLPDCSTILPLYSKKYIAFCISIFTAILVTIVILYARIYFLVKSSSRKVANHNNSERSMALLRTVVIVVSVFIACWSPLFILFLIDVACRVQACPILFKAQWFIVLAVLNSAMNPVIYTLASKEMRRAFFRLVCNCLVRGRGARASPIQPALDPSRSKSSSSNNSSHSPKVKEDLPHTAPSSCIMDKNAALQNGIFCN
* marks the source's active call; other numbers are inactive results. Only part of the results is shown, so the mix of outcomes need not match the whole.

| mol | S1P3 antag |
| --- | --- |
| CCC1(C)Cc2nc(Cl)c(C#N)cc2CO1 (stereo not given) | 12.8 |
| C/C(=N\NC1=NCCN1)c1ccccc1 | 4.5 |
| CCCc1c(C(=O)N2CCN(c3ccccc3OC)CC2)cnn1-c1ccccc1 | -1.1 |
| O=c1onc(-c2cccnc2)n1-c1ccccc1F | -14.3 |
| O=C1CN(c2ccccc2)C(=O)N1 | -12.7 |
| COc1cc(C2SCCS2)cc(Br)c1Oc1ncccc1[N+](=O)[O-] | -12.3 |
| Cc1nn2c(NCCCN(C)C)c3c(nc2c1-c1ccccc1)CCCC3 | -10.0 |
| O=C(Nc1cccc(C(F)(F)F)c1)Oc1ccc(Cl)c2cccnc12 | -4.6 |
| CN(C)Cc1cccc([N+](=O)[O-])c1O | -0.2 |
| O=C(Nc1ccc(Cl)cc1Cl)NC1CCN(S(=O)(=O)c2ccc(F)cc2)CC1 | 0.4 |
| O=C1N=c2ccccc2=C1c1sc(=O)[nH]c1O | 5.2 |
| COc1ccccc1CCn1cc(C#N)c(=O)[nH]c1=O | 4.5 |
| O=C(c1ccc(S(=O)(=O)N2CCOCC2)cc1)N(c1ccccn1)C1CCCCC1 | -14.3 |
| CCCCNC(=S)Nc1cc(S(=O)(=O)N2CCCCC2)ccc1C | 1.8 |
| CSc1nc(N)nc(N(C)C)n1 | 2.5 |

Grouped by structure, the compounds so far with a carbonyl joined to an NH by a bond outside any ring
| mol | S1P3 antag |
| --- | --- |
| O=C(Nc1cccc(C(F)(F)F)c1)Oc1ccc(Cl)c2cccnc12 | -4.6 |
| O=C(Nc1ccc(Cl)cc1Cl)NC1CCN(S(=O)(=O)c2ccc(F)cc2)CC1 | 0.4 |

New compounds follow.
| mol | S1P3 antag |
| --- | --- |
| CN(C)c1cc(NC(=O)CNC(C)(C)C)c2ccccc2n1 | 2.2 |
| Cc1cc(C)n(-c2nc3c(c(=O)n(C)c(=O)n3C)n2Cc2cccc(Br)c2)n1 | 1.3 |
| Cc1nn(C)c(C)c1/C=C(/C(=O)C(C)C)n1cncn1 | 14.6 |
| COc1ccc(NS(=O)(=O)c2ccc(Cl)c(NC(=O)c3cccnc3Cl)c2)cc1 | -18.3 |
| O=C(c1ccccc1)[C@@H]1[C@@H]2C(=O)N(c3ccc(F)cc3)C(=O)[C@@H]2C2CCCN21 (stereo not given in full) | 8.7 |
| Nc1cc(Cl)ccc1N1C(=O)CCC1=O | -4.5 |
| CCOC(=O)c1cc2c(=O)n(C)c3ccccc3c2s1 | 20.2 |
| COc1cc(Cl)ccc1NC(=S)N(CCN(C)C)C(C)c1ccncc1 (stereo not given) | -11.3 |
| O=S1(=O)C=CC(c2ccccc2)C1 (stereo not given) | -21.1 |
| COc1ccc(C(C)=O)cc1COc1ccc(Cl)cc1Cl | 4.2 |
| N#Cc1c(-c2ccccc2)nc(SCC(=O)N2c3ccccc3Sc3ccccc32)[nH]c1=O | -2.4 |
| COc1ccc2c(c1)[nH]c1c(=O)n(/N=C/c3ccc(OC)c(CN4CCCC4)c3)cnc12 | -2.9 |
| COc1cccc(C(=O)NNC(=O)CCC(=O)O)c1 | -12.2 |
| CC1(C)Cc2c(C#N)c(NCCO)nc(-c3ccco3)c2CO1 | 2.7 |
| O=C(COC(=O)CSc1nnc(-c2ccc(Cl)cc2)o1)Nc1cc(Cl)ccc1Cl | 5.8 |
| CN(Cc1cccs1)C(=O)c1ccc(S(=O)(=O)NCc2ccco2)cc1 | 7.9 |
| N/C(Cc1cccc2ccccc12)=N\O | 2.3 |
| CC(=C\C(=O)O)/C(=C/c1ccco1)C(=O)O | -2.6 |
| Cc1ccc(N=C2NC(=O)/C(=C/c3cccn3C)S2)cc1C | 4.5 |
| N#Cc1c(N)nc(N)nc1Nc1ccc(Br)cc1 | -1.2 |
| Cc1ccc(C)c(-n2cc(CNC(C)Cn3cncn3)c(-c3ccccc3)n2)c1 (stereo not given) | -0.4 |
| COc1ccc(-c2csc(NC(=O)CCS(=O)(=O)c3ccccc3)n2)c(OC)c1 | 12.5 |
| Cc1ccc(C2C(C(=O)c3cccs3)=C(O)C(=O)N2c2ccc(S(N)(=O)=O)cc2)cc1 (stereo not given) | -0.3 |
| CCOc1cccc(NC(=O)c2ccc(S(=O)(=O)N3CCCC3)cc2)c1 | -30.8 |
| COc1ccccc1NC(=O)Nc1ccc(CC#N)cc1 | 16.6 |
| COc1ccc(C(=O)NC(=S)Nc2cccc3nc(C)ccc23)cc1OC | -13.2 |
| OCCC1CN(Cc2cccn2-c2cccnc2)CCN1C1CCCC1 (stereo not given) | -12.5 |
| O=c1c(C(c2ccc(Br)cc2)c2c(O)nc3n(c2=O)CCS3)c(O)nc2n1CCS2 | 10.2 |
| COc1ccc(C(=O)NNC2=C(C(=O)C(F)(F)F)CCC2)cc1 | -2.1 |
| O=C(COC(=O)c1cnccn1)c1ccc(Cl)c([N+](=O)[O-])c1 | -16.3 |
| NC(=O)C1CCCNC1 (stereo not given) | -8.1 |
| COC(=O)c1ccccc1NC(=O)c1cc(-c2cccc(OC)c2)on1 | 5.2 |
| CN(C)N=Nc1nc2c(c(=O)n(C)c(=O)n2C)n1CC1CO1 (stereo not given) | -12.0 |
| CCCn1c(SCC(=O)c2[nH]c(C)c(C(C)=O)c2C)n[nH]c1=O | -19.4 |
| NS(=O)(=O)c1cccc(-n2cnnn2)c1 | -11.7 |
| O=C(C[n+]1ccc(/C=N/O)cc1)NCc1ccccc1 | -5.3 |
| O=C(N/N=C/c1cccc(NC(=O)c2ccc(Cl)cc2)c1)c1ccc(O)cc1 | 4.4 |
| COc1ccc(/C=C2\CCn3c2nc2cc(C(=O)O)ccc2c3=O)cc1OC | 0.2 |
| O=C(NCc1cccnc1)C1CCC(c2ccc(Cl)cc2)CC1 (stereo not given) | -10.5 |
| CN1C(=O)C2(NC(=O)c3ccccc3N2C)c2ccccc21 (stereo not given) | 3.7 |
| Cc1nc(C2CCC3C4CCC5=CC(=O)CC[C@]5(C)C4CC[C@]23C)cs1 (stereo not given in full) | 10.5 |
| COc1ccc(/C=C2/SC(=S)N(CCCC(=O)Nc3ccc(O)cc3)C2=O)cc1 | -1.4 |
| O=C(CCCOc1ccc(Cl)cc1Cl)Nc1ccc(O)cc1C(=O)O | -14.8 |
| CCn1cc(C(=O)O)c(=O)c2cnc(N3CCN(C(=S)NC(=O)c4ccccc4Cl)CC3)nc21 | -4.0 |
| O=C(Nc1ccccc1Cl)N1CCCN(c2nc(-c3ccccc3)ns2)CC1 | -4.0 |

In another format: four of the compounds above
> Cc1nc(C2CCC3C4CCC5=CC(=O)CC[C@]5(C)C4CC[C@]23C)cs1 (stereo not given in full)
- S1P3 antag: 10.5
> O=C(COC(=O)CSc1nnc(-c2ccc(Cl)cc2)o1)Nc1cc(Cl)ccc1Cl
- S1P3 antag: 5.8
> Nc1cc(Cl)ccc1N1C(=O)CCC1=O
- S1P3 antag: -4.5
> COc1cccc(C(=O)NNC(=O)CCC(=O)O)c1
- S1P3 antag: -12.2

Next part
| mol | S1P3 antag |
| --- | --- |
| O=C(CSc1ncnc2scc(-c3ccccc3)c12)NC1CCS(=O)(=O)C1 (stereo not given) | -1.1 |
| COc1ccc(CCNC(=O)CCn2c(SCC(=O)N3CCCC3)nc3ccccc3c2=O)cc1OC | -8.3 |
| COc1ccc(CCN=C(N)C(C)c2ccccc2)cc1OC (stereo not given) | -6.8 |
| O=[N+]([O-])c1ccc(-c2n(-c3ccccn3)c3ccccc3[n+]2-c2ccccn2)cc1 | -3.3 |
| O=P(c1ccccc1)(c1ccccc1)c1nc(-c2ccccc2)oc1N1CCOCC1 | -8.8 |
| N#Cc1ccc(N2CCOCC2)nc1 | -4.9 |
| O=C(O)/C=C/C(=O)N1CCN(C(c2ccccc2)c2ccccc2)CC1 | 13.2 |
| COC(=O)[C@H](CC(C)C)NC(=O)NCc1ccc(Cl)cc1 | -16.4 |
| COc1ccccc1/C=C/C=N/NC(=O)c1cc(-c2ccc(C)o2)[nH]n1 | -7.5 |
| Cc1cc(C)c2cc(C(=O)Nc3ccccc3)[nH]c2c1 | 4.5 |
| O=C1CCS/C(=N\N=C\c2ccc(Cl)cc2Cl)N1 | 4.7 |
| Cc1ccc(S(=O)(=O)N(C)CCCC(=O)Nc2ccccn2)cc1 | -38.4 |
| Cc1ccc(N(Cc2cc3ccc(C)cc3[nH]c2=O)S(C)(=O)=O)c(C)c1 | 13.7 |
| CN(C)C(=O)c1nc2ccc(Cl)cn2c1CNCc1cccc(OC(F)(F)F)c1 | 7.7 |
| Cc1c(NC(=O)CN2C(=O)C(=O)N(Cc3ccccc3)C2=O)c(=O)n(-c2ccccc2)n1C | -5.2 |
| Cc1ccc(-c2nc3ncccc3o2)cc1NC(=O)c1ccccc1 | 2.6 |
| Cc1cc(C)n2nc(C(=O)N/N=C/c3cn(C)nc3C)nc2n1 | -13.5 |
| CCC(C)Sc1cc(C(F)(F)F)c(C(=O)Nc2ccc(Cl)cc2)cn1 (stereo not given) | 14.2 |
| COC(=O)c1cccc(NS(C)(=O)=O)c1 | -7.6 |
| O=C(c1ccc(=O)oc1)N1CCC(C(O)(c2ccccc2)c2ccccc2)CC1 | -6.9 |
| CC1CCN(C(=O)C2CCN(S(=O)(=O)c3cc(Cl)ccc3Cl)CC2)CC1 | -8.9 |
| COc1ccc(/C(C)=N/Nc2nc3ccccc3nc2C)cc1OC | -1.2 |
| Cc1onc(-c2c(Cl)cccc2Cl)c1NC(=O)N1CCSCC1 | 3.1 |
| Oc1ccc2c(ccc3[nH]cnc32)c1 | -4.5 |
| Cc1ccccc1CSc1nnc([C@@H]2CCCN2)o1 | -6.1 |
| Cc1nonc1NC(=O)CSc1nc(C23CC4CC(CC(C4)C2)C3)nc2ccccc12 | 8.8 |
| Nc1cccc2c1C(=O)N(c1ccccc1)C2=O | 93.1* |
| C=CCNC(=S)Nc1c(C(=O)OC)[nH]c2cc(OC)ccc12 | -0.9 |
| CCNc1nc(Cl)nc(-c2cn(-c3ccccc3)c3ccccc23)n1 | 0.5 |
| Cc1cc(/C=N/Nc2nc(N)ncc2[N+](=O)[O-])c(C)n1-c1cccc(C(F)(F)F)c1 | 4.4 |
| O=C(Nc1ccc2nc(C3CC3)n(Cc3ccccc3)c(=O)c2c1)C1CC1 | 15.7 |
| CCOC(=O)c1nc2c(ccc3ccccc32)cc1C | -21.4 |
| CC1=Nc2ccccc2N=C(NC(=O)/C=C/C(=O)O)C1c1ccccc1 (stereo not given) | 1.8 |
| CN(/N=C/c1cc(Cl)cc(Cl)c1O)C(=S)NC(C)(C)C | -2.7 |
| CNc1ncc(C(=O)c2ccc(-c3ccccc3)cc2)s1 | 14.4 |
| COc1ccc(C2Nc3cc(OC)ccc3-n3cccc32)cc1 (stereo not given) | -0.2 |
| COc1ccc(C(C)=O)cc1CSc1ccccn1 | -10.7 |
| CCc1cc2c3c(c1)C(C)CC(C)(C)N3C(=O)/C2=C1\SC(=O)NC1=O (stereo not given) | -1.1 |
| CN(C)c1ccc(/C=C2/C=C(c3ccc4c(c3)CCCC4)OC2=O)cc1 | 0.5 |
| Cc1cccc(N=C2NC(=O)/C(=C/c3cccn3C)S2)c1 | 9.7 |
| O=c1oc2ccc(Cl)cc2nc1/C=C(\O)c1cccs1 | -2.6 |
| O=c1c2ccccc2ncn1-c1ccc(Cl)cc1Cl | -1.6 |
| CCOC(=O)c1c(NC(=O)CSc2nnc(C)o2)sc(C)c1C | -8.3 |
| CCc1cc(C(=O)c2ccc(OC)cc2)c(N)s1 | 26.6 |
| N#C/C(=N\Nc1ccc(Cl)cc1)C(=O)c1ccsc1 | -6.6 |
| Cc1ccc(NC(=O)C(C)S)cc1 (stereo not given) | -6.7 |
| CNC(=O)N/N=C(\N)c1ccccn1 | -12.2 |
| Cc1cc(/C=C(\C#N)C(=O)NCc2ccco2)c(C)n1-c1cccnc1 | 0.0 |
| COC(=O)c1nc[nH]c1C(=O)OC | -0.2 |
| Cc1cc(Nc2ccccc2C(=O)O)n(-c2cccc(Cl)c2)n1 | 10.9 |
| COc1ccc(-c2ccc(CCC(=O)O)n2-c2ccccc2O)cc1 | 8.1 |
| Cc1cccc(Oc2nccc(C(F)(F)F)c2C(=O)Nc2ccc(F)cc2F)c1 | 16.2 |
| Cc1cc(-n2cnc3c(=O)[nH]cnc32)ccc1N | -1.7 |
| CC1CC(C)CN(S(=O)(=O)c2ccc(NN)nc2)C1 (stereo not given) | 3.6 |
| Nc1nc[nH]c(=O)c1N=Cc1ccccc1 | 12.0 |
| Cn1c(=O)c2c(nc(N/N=C/c3cccnc3)n2Cc2ccc(F)cc2)n(C)c1=O | -7.7 |
| Cc1ccc(S(=O)(=O)N2CCCCC2)cc1NC(=O)CSc1nnnn1C | -23.5 |
| O=[N+]([O-])c1ccc2c(c1)C(O)n1nc(-c3ccccc3)nc1S2 (stereo not given) | 3.3 |
| Nc1nccc(/C=C/c2c(Cl)cccc2Cl)n1 | -2.6 |
| CC1CCCN(C(=O)CN2CCC(c3nc4ccc(Cl)cc4[nH]3)CC2)C1 (stereo not given) | -10.5 |

Additional results
| mol | S1P3 antag |
| --- | --- |
| COc1ccc(/C=C2\C(=O)c3ccccc3OC2c2ccccc2)cc1 (stereo not given) | 4.3 |
| COC(=O)C(=Cc1ccc(-c2ccsc2C(=O)OC)o1)C(=O)OC | 1.6 |
| COc1ccc(OC)c(/C=N/NC(=O)c2ccc(=O)[nH]n2)c1 | 0.6 |
| CCN(CC)CCCN=Cc1c(O)n(-c2ccc(C)cc2)c(=O)c2ccccc12 | 5.7 |
| c1ccc2c(c1)[nH]c1c3ccccc3sc21 | 9.7 |
| CC(C)CC(C)NC(=O)c1ccc(C(F)(F)F)cc1 (stereo not given) | -5.7 |
| CCCC12CN3CC(C)(CN(C1)C3c1ccc([N+](=O)[O-])o1)C2=O (stereo not given) | -4.1 |
| CC1(C)CC(=O)C=C(NCCc2c[nH]c3ccccc23)C1 | -7.0 |
| c1cncc(-c2nc(NCc3ccc4c(c3)OCO4)c3ccccc3n2)c1 | 5.6 |
| Cc1cccc(OCC(=O)N=Nc2c(O)[nH]c3ccc([N+](=O)[O-])cc23)c1 | -2.0 |
| Cc1ccc(NC(=O)C2CC(=O)Nc3ncnn32)cc1Cl (stereo not given) | 8.1 |
| CCN(CC)C(=O)CSc1nnc(-c2ccccn2)n1-c1ccccc1OC | 5.3 |

High-throughput results deposited in PubChem by The Scripps Research Institute Molecular Screening Center.
